Source: PubChem BioAssay (National Center for Advancing Translational Sciences (NCATS))
Nrf2 activator = activates Nrf2 signaling; 0.31% of 410,000 active; AID 624171; AREc32 ARE-luciferase reporter (MCF7-derived line), luminescence, 24 h; Potency, µM (top dose mostly 46.1 µM), for the others: at the highest dose activation, usual class: activators; further: potency means the concentration at half of the fitted maximal effect; % of control where 0% means no effect; nearly all actives have a fitted effect of over 65% in size
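AREc32_Fluc, 1000 cells/well, OPTI-MEM + 5% FBS, o/n 37 deg C 5% CO2; 23 nL cpd by pin tool, 24 hr; Steady-Glo 30 min RT, luminescence.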
Nrf2 inh = inhibitors of Nrf2 signaling. A549 ARE-Fluc reporter, luciferase luminescence, 18-24 h. Potency, µM (doses to about 46 µM), for the others: at the highest dose activity change, negative = inhibition, most hits filed as inhibitors. 2.1% of 360,000 active; further: potency means the concentration at half of the fitted maximal effect; on the % scale 0 is the no-effect control and ±100 the full control effect; nearly all actives have a fitted effect of over 60% in size
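Cells were seeded and rested 2 h, then exposed to compounds for 18-24 h. CellTiter-Fluor was read first as a viability measure. BugLite was added 15 min before the final luminescent read of ARE-luciferase activity in A549 cells.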
A549 tox = kills or reduces viability of A549 cells in Nrf2 counter-screen. A549 ARE-Fluc cells, CellTiter-Fluor viability, 18-24 h. Potency, µM (doses to about 46 µM), without a hit: at the highest dose activity change, negative = cytotoxicity, actives largely listed as inhibitors. 0.16% of 390,000 active. AID 504648; further: potency means the concentration at half of the fitted maximal effect; on the % scale 0 is the no-effect control and ±100 the full control effect
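A549 ARE_Fluc cells in 5% FBS OPTI-MEM were exposed to compounds in concentration-response for 18-24 h at 37 deg C. Viability was read by CellTiter-Fluor fluorescence (Ex 405/Em 525) after 30 min, before the luciferase read.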
pAkt inh = inhibitors of Akt phosphorylation. Neuro2A IGF-stimulated pAkt S473 HTRF, 20 min; hits give low values. activity change, % for hits at 50 µM. 0.32% of 360,000 active. AID 651550; in the data active means activity change below about -80%; inconclusive means mostly about -51% to -80%; further: on the % scale 0 is the no-effect control and ±100 the full control effect
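Neuro2A cells in DMEM with 0.5% FBS, overnight at 37 deg C, given compound at single 50 µM final, then IGF (6 nM final) for 20 min at 37 deg C. Lysed; phospho-Akt Ser473 by HTRF after 24 h, 665/615 ratio.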
EPAC2 antagonist = antagonists of human EPAC2; EPAC2 GEF exchange of Rap1B-BODIPY-GDP, fluorescence; Potency, µM (highest dose often 114 µM), without a hit: at the highest dose activity, negative = inhibition, hits mostly inhibitors; 0.18% of 360,000 active; AID 720708; further: potency means the concentration at half of the fitted maximal effect; on the % scale 0 is the no-effect control and ±100 the full control effect; nearly all actives have a fitted effect of over 45% in size; many of its hits are not listed in these tables
Target sequence (Q8WZA2 whole entry, looked up): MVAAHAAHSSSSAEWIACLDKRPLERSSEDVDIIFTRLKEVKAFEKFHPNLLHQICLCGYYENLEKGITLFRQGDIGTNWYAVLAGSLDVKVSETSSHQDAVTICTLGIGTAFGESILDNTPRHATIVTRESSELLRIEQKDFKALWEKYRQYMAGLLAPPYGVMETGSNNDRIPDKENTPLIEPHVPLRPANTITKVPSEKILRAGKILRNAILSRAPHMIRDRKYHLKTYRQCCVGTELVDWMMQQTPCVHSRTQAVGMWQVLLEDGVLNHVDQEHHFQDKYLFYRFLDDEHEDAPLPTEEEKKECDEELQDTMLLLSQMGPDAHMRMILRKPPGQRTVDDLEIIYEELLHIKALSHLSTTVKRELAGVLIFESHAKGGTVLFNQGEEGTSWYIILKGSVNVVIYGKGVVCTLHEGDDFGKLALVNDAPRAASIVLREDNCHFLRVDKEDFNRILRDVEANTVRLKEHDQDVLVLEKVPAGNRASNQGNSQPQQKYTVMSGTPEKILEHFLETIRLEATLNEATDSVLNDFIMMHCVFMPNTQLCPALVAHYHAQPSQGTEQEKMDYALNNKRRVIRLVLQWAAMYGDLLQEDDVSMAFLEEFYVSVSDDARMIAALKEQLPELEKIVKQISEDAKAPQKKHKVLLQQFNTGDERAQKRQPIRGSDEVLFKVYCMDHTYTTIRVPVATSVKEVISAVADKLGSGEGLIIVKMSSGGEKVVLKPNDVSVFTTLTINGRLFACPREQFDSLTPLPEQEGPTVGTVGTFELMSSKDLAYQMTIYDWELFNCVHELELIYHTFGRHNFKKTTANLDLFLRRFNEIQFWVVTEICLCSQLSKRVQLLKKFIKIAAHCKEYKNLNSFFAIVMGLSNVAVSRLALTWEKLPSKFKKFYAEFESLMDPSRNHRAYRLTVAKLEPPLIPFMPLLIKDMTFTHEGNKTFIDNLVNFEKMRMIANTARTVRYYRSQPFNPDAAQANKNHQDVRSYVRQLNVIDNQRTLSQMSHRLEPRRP
TGFb SMAD3 inh = TGF-b pathway inhibition; HepG2 CAGA-GFP TGF-b/SMAD3 reporter, GFP fluorescence, 18 h; TGF-beta stimulated, 500 pg/mL final; Potency, µM (doses to about 46.1 µM), for inactives: at the highest dose activity, negative = inhibition, usual class: inhibitors; 1.2% of 410,000 active; AID 588855; further: potency means the concentration at half of the fitted maximal effect; on the % scale 0 is the no-effect control and ±100 the full control effect; nearly all actives have a fitted effect of over 65% in size
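GFP signal (ex488/em500-530) from TGF-beta-stimulated HEPG2 CAGA-GFP cells, 500 pg/mL final, 18 h at 37 degrees C in DMEM plus 1% FBS, normalized to unstimulated and DMSO-stimulated controls.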
CCT chaperon mod = changes cytosolic chaperonin activity | purified chaperonin ATPase assay, HTRF ADP detection, 30 min | activity change, % (no concentration beside the values), hits read low | 0.3% of 360,000 active | AID 651819; in the data active means activity change below about -30%; further: on the % scale 0 is the no-effect control and ±100 the full control effect
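ATPase activity: ADP formed was measured by HTRF Transcreener (665/615 nm ratio) after 30 min at 37 deg C with 10 uM ATP. Compounds screened at one 76 uM concentration against 40 or 20 nM TRiC in Tris pH 7.4/KCl/MgCl2/DTT buffer.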
MmCpn inh = blocks the Methanococcus maripaludis chaperonin Mm-Cpn. purified Mm-Cpn ATPase, ADP Transcreener TR-FRET. Potency, µM (highest dose often 76.9 µM), without a hit: at the top dose activity, negative = inhibition, usual class: inhibitors. 0.031% of 330,000 active. AID 504842; further: potency means the concentration at half of the fitted maximal effect; on the % scale 0 is the no-effect control and ±100 the full control effect; nearly all actives have a fitted effect of over 80% in size
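25 nM Mm-CPN + cpd, 10 min 37°C; + 10 uM ATP, 30 min 37°C; buffer 30 mM Tris pH 7.4, 100 mM KCl, 5 mM MgCl2, 1 mM DTT; Transcreener ADP HTRF detection 30 min RT.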
EPAC2 agonist = EPAC2 (human) agonism. Q8WZA2. 0.079% of 360,000 active. AID 720711. EPAC2 activation, biochemical qHTS; response scale: 100% = 6.5 mM cAMP response. Potency, µM (series often up to 154 µM), for inactives: top-dose activation, most hits filed as activators; further: potency means the concentration at half of the fitted maximal effect; nearly all actives have a fitted effect of over 50% in size
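Fluorescence exchange assay: 100 nM EPAC2 with 250 nM RAP1B-BODIPY-GDP and 50 uM GDP; compounds tested as a concentration-titration series (qHTS). Loss of Rap1-bound BODIPY-GDP fluorescence read at 480/540 nm; data normalized to 6.5 mM cAMP.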
Numbers without * were called inactive; i = inactive; ? = inconclusive; . = not tested or not shown; [ ] = dose if it differs, or a comment. Unless noted, the call rests on the fitted dose curve; in most records, active means well fitted curve in the direction sought with a large enough effect; inconclusive means small, poorly fitted or top-dose-only effect, or another doubt; inactive means no such curve, though single readings can be large; an effect the other way counts as inactive or inconclusive. Only part of the results is shown. The share of hits here may be higher or lower than overall.

Every second line gives: Nrf2 activator	Nrf2 inh	A549 tox	pAkt inh	EPAC2 antagonist	TGFb SMAD3 inh	CCT chaperon mod	MmCpn inh	EPAC2 agonist
1	COc1ccc(CNC(=O)C(C)NCc2ccc(S(N)(=O)=O)cc2)cc1 (stereo not given)
 : -0.5%	3%	-4%	i	3%	-2%	-1.7	1%	10%
2	O=C(NCC1CCCO1)c1ccc(OC2CCN(C(=O)C3CC3)CC2)cc1 (stereo not given)
 : 1.2%	1%	6%	i	17%	-10%	1.6	2%[15.4 µM]	-9%
3	COCCOC(=O)c1c(C)nc(SCC(=O)Nc2ccc(OC)cc2)c(C#N)c1-c1ccco1
 : 0.7%	?	-18%	?	0%	2%	-0.8	1%	4%
4	Nc1[nH]c(=S)nc2nc(-c3ccccc3)c(-c3ccccc3)nc12
 : -0.9%	?	-19%	i	?	2%	-0.8	-2%	-2%
5	CNc1nc(N)nc(OC(C(F)(F)F)C(F)(F)F)n1
 : -0.2%	0%	0%	i	-4%	10%	0.4	4%	0%
6	Cc1ccc(NC(=O)CSc2nnc([C@H](C)NC(=O)OC(C)(C)C)o2)c(C)c1
 : 0.3%	0%	14%	i	-4%	24%	-2.5	1%	5%
7	COc1ccc(C)cc1NC(=O)COC(=O)C1COc2ccccc2O1 (stereo not given)
 : -1.1%	-2%	0%	i	-8%	-5%	-1.7	0%	-1%
8	O=C1NC[C@@H](CCCCN2C[C@H](Cc3ccccc3)N(Cc3ccccc3)C(=O)C2=O)N(CCc2ccccc2)C1=O
 : -0.7%	.	.	i	-6%	.	1.4	.	-1%
9	Cc1ccccc1CN1CCN(C(=O)CC(C)C)CC1
 : -0.5%	2%	-13%	i	11%	9%	0.9	-3%	1%
10	CCCCn1nnnc1C(c1ccccc1)N1CCN(c2ccc(C)cc2)CC1 (stereo not given)
 : 4.6%	.	.	i	-10%	.	0.9	.	2%
11	Cc1ccc(S(=O)(=O)NCC(c2ccccc2)N2CCN(CCC#N)CC2)cc1 (stereo not given)
 : 0.3%	11%	-2%	i	-3%	-1%	0.3	1%	-2%
12	NC(=O)c1ncn([C@@H]2O[C@H](CNCc3ccccc3C#Cc3ccccc3)[C@@H](O)[C@H]2O)n1
 : 0.8%	10%	-6%	i	-8%	-1%	0.7	.	-2%
13	CCCCCN(C(=O)COC(=O)c1ccc(C)cc1)c1c(N)n(CCCC)c(=O)[nH]c1=O
 : -0.8%	?	2%	i	13%	-10%	0.0	2%	-2%
14	Cc1ccccc1CNC(=O)c1ccc(-n2c(C)cc3c2CCCC3)cc1
 : 23%	2%	1%	.	.	4%	.	.	.
15	O=c1[nH]cnc2c1N=C(c1cccc([N+](=O)[O-])c1)CC(c1ccccc1)N2 (stereo not given)
 : 7.8%	-4%	-11%	i	1%	1%	1.9	-3%	8%
16	CCN(CC)CCNC(=O)Cn1ncc2c([nH]c3ccccc32)c1=O
 : -0.6%	?	15%	.	.	1%	.	.	.
17	NS(=O)(=O)c1cccc(NC(=O)CC23CC4CC(CC(Br)(C4)C2)C3)c1
 : -0.6%	4%	0%	i	-10%	9%	0.1	2%	17%
18	CC1CC(C)CN(CCOc2cccc(Cl)c2Cl)C1 (stereo not given)
 : 3.1%	-13%	-27%	i	-17%	-22%	0.2	0%	0%
19	Cn1c(-c2ccccc2)c[n+]2c1CCCCC2
 : -0.6%	-8%	2%	i	-2%	0%	-1.2	-9%	7%
20	CCOC(=O)[C@]12CCCC=C1N(Cc1ccco1)C(=O)[C@H](CC(=O)N1CCN(C(=O)c3ccco3)CC1)C2
 : -0.5%	.	.	i	9%	.	0.3	.	9%
21	N#Cc1ccc2c(=O)n(-c3ccccc3)sc2c1
 : 4.3%	.	.	i	-6%	-34%	0.8	.	7%
22	CCN1CCN(CCNC(=O)c2ccc3c(c2)N(Cc2cccc(Cl)c2)C(=O)c2ccccc2S3=O)CC1 (stereo not given)
 : -0.3%	4%	8%	i	13%	-1%	-0.1	3%	17%
23	O=C(Nc1ccc(F)c(Cl)c1)c1ccc2c(=O)n3c(nc2c1)CCCCC3
 : 2.8%	?	-23%	i	3%	-19%	0.8	-1%	-1%
24	COc1ccc(CNC(=O)C2CCN(S(=O)(=O)N3CCCCC3)CC2)cc1
 : -0.2%	0%	0%	i	2%	5%	-0.6	-1%	10%
25	COc1ccc(C(=O)NNC(=O)c2cccc(S(=O)(=O)N3CCOCC3)c2)cc1
 : 0.3%	-2%	-9%	i	8%	8%	-0.7	0%	-1%
26	N#Cc1c(NCCN)nc(-c2ccco2)c2c1CCCC2
 : 20%	?	-16%	i	-3%	?	-13	-2%	4%
27	Cc1ccc(Cn2nc(C)cc2C(=O)Nc2ccc(Cl)cc2)cc1
 : 2.4%	8%	1%	i	-12%	?	-1.1	-2%	18%
28	Cc1ccc(C)c(CSc2cn(CC(=O)N3CCCC3)c3ccccc23)c1
 : 0.7%	29%	2%	.	.	0%	.	.	.
29	CC1(C)COC(c2cccn2Cc2ccccc2Cl)=N1
 : -0.4%	-25%	-5%	i	-7%	24%	-1.5	0%	17%
30	CCCCCc1nc2c(=O)n(C)c3ccccc3c2o1
 : 7.5%	6%	3%	i	-3%	-21%	1.4	-2%	3%

More results follow:
Every second line gives: Nrf2 activator	Nrf2 inh	A549 tox	pAkt inh	EPAC2 antagonist	TGFb SMAD3 inh	CCT chaperon mod	MmCpn inh	EPAC2 agonist
31	COc1ccc(-c2cc3nc(NCc4ccc(C)cc4C)n(C)c(=O)c3s2)cc1OC
 : 0.5%	.	.	i	13%	0%	0.6	.	1%
32	CN1CCN(C(=O)CN(c2cccc(Br)c2)S(=O)(=O)c2ccccc2)CC1
 : -1.0%	9%	-4%	i	-3%	0%	0.3	-13%	1%
33	Cc1ccc(S(=O)(=O)N(c2ccc(Br)cc2)C2C=CS(=O)(=O)C2)cc1 (stereo not given)
 : 0.1%	1%	-1%	i	1%	11%	-4.1	1%	1%
34	CCOC(=O)Cn1c2c(c(-c3ccccc3OC)cc1=O)CCCC2
 : -0.2%	-10%	-7%	i	-4%	-2%	1.9	2%	15%
35	CCOC(=O)C1CCN(C(=O)CN(c2ccc(OC)cc2)S(=O)(=O)c2c(C)noc2C)CC1
 : 0.1%	11%	-6%	i	3%	0%	-1.9	2%	8%
36	COc1ccc(NCC(=O)n2c(C)c(C)c3ccccc32)cc1OC
 : 6.9%	1%	4%	i	6%	10%	0.7	-1%	-3%
37	O=C(COC(=O)c1ccc(O)cc1O)c1ccc2c(c1)OCO2
 : -0.1%	10%	1%	i	10%	8%	-0.5	-1%	7%
38	COC(=O)Cn1nc(C)c2ccccc2c1=O
 : -0.3%	5%	1%	i	5%	2%	-1.8	1%	-1%
39	Cc1cc(C)c(S(=O)(=O)n2nc(C)c(Br)c2C)c(C)c1
 : -0.5%	14%	3%	i	-2%	2%	-1.2	2%	0%
40	CCC(C)N(C)Cc1cccc(C2(O)CCN(S(=O)(=O)c3ccc(F)cc3)CC2)c1 (stereo not given)
 : -0.6%	26%	?	i	5%	-2%	1.3	1%	1%
41	C[C@]12c3[nH]c4ccc(Cl)cc4c3CCN1C(=O)[C@@H](CC(=O)NCC13CC4CC(CC(C4)C1)C3)C[C@@H]2C(=O)N1CCOCC1
 : -1.8%	?	-22%	i	-18%	10µM*	-2.7	0%	21%
42	CC1CN(Cc2ccccc2)C(=O)NC1=O (stereo not given)
 : -0.3%	-15%	10%	i	3%	10%	-1.9	.	7%
43	O=c1cc(-c2ccc(O)cc2)oc2c([C@@H]3O[C@H](CO)[C@@H](O)[C@H](O)[C@H]3O)c(O)c([C@@H]3O[C@H](CO)[C@@H](O)[C@H](O)[C@H]3O)c(O)c12
 : -0.1%	11%	?	i	-2%	2%	0.3	-2%	4%
44	Cc1ccccc1C(=O)NC1CC2CCCC(C1)N2Cc1ccccc1 (stereo not given)
 : 0.4%	13%	8%	i	0%	-18%	-1.7	-1%	11%
45	CC(=O)N/C(=C\c1ccccc1)C(=O)OCC(=O)N(C)C1CCS(=O)(=O)C1 (stereo not given)
 : 0.1%	6%	0%	i	1%	0%	-3.9	-1%	8%
46	Cc1nc2ccc(-c3nc4ccc(N)cc4[nH]3)cc2[nH]1
 : -0.6%	?	10%	i	2%	?	-2.1	-30%	9%
47	CCOC(=O)CNC(=O)CSc1nc(C(C)C)nc2c1cnn2-c1ccccc1
 : -1.4%	.	.	i	1%	0%	-1.5	.	-2%
48	COc1ccc(C2Nc3ccccc3C(=O)N2NS(=O)(=O)c2ccccc2)cc1 (stereo not given)
 : -0.8%	6%	3%	i	24%	-10%	-3.0	0%	12%
49	CC(=O)C(C)Oc1ncn(-c2ccccc2)n1 (stereo not given)
 : -0.4%	0%	-11%	i	0%	4%	-0.1	.	7%
50	C/C(=N\NC(=O)c1cc([N+](=O)[O-])cc([N+](=O)[O-])c1)c1ccco1
 : 17%[9.22 µM]	4%	1%	i	-8%	-2%	-0.8	0%	1%

Record cards (already shown). Order of screens: Nrf2 activator | Nrf2 inh | A549 tox | pAkt inh | EPAC2 antagonist | TGFb SMAD3 inh | CCT chaperon mod | MmCpn inh | EPAC2 agonist
Record of `Cc1ccc(S(=O)(=O)N(c2ccc(Br)cc2)C2C=CS(=O)(=O)C2)cc1` (stereo not given) → 0.1% | 1% | -1% | i | 1% | 11% | -4.1 | 1% | 1%
Record of `CC1CN(Cc2ccccc2)C(=O)NC1=O` (stereo not given) → -0.3% | -15% | 10% | i | 3% | 10% | -1.9 | . | 7%
